NCI-60 one-dose screen, 48 h, at 10 µM unless noted. Numbers give growth in % (100 = growth as untreated, 0 = no growth, -100 = all killed).
T-47D – T-47D breast cancer | 79,000 compounds, 5% hits | AID 1794792
MALME-3M – MALME-3M melanoma; 78,000 compounds, 5.8% hits; AID 1794766
MDA-MB-468 – MDA-MB-468 breast cancer; 78,000 compounds, 8.5% hits
LOX IMVI – LOX IMVI melanoma | 79,000 compounds, 7.4% hits | AID 1794757
MDA-MB-231 – MDA-MB-231 breast cancer; 81,000 compounds, 5% hits
BT-549 – BT-549 breast cancer; 78,000 compounds, 4.4% hits; AID 1794793
HS 578T – HS 578T breast cancer. AID 1794788. 78,000 compounds, 4.1% hits
MCF7 – MCF7 breast cancer; 82,000 compounds, 6.3% hits
The depositor's hits bear a star; x = no result given; & = joins results of further samples; ! = repeats disagree; [ ] = remark or other dose. Rule for the calls: active = growth percent below 10; inactive = the rest.

The line under a structure holds: T-47D	MALME-3M	MDA-MB-468	LOX IMVI	MDA-MB-231	BT-549	HS 578T	MCF7
- COc1ccc(-n2cnc3c(oc4ncccc43)c2=O)cc1
 : 83	84	106	88	89	103	106	89
- Cc1cc(=O)n(C(C)c2ccccc2)n1C(C)c1ccccc1 (stereo unspecified)
 : 101	115	82	102	105	132	99	95
- CC(=O)Nc1ccc(/C=C2/SC(=S)N(/C=C(\c3ccccc3)S(=O)Cc3ccccc3)C2=O)cc1 (stereo unspecified)
 : 78	x	108	71	99	86	98	93
- O=C(NCc1ccccc1)/C(=C/c1ccc2c(c1)OCO2)NC(=O)c1ccccc1
 : 87	x	94	100	96	104	99	99
- O=C(NNc1cc(N2CCCC2)nc(N2CCCC2)n1)c1ccccc1
 : 71	84	71	87	86	104	118	84
- O=CNc1ccccc1
 : 105	96	92	102	106	x	109	103
- C[C@H]1C(=O)[C@H]2C[C@@]3(C)CO[C@@]2([C@H]3O)[C@@]2(C)CC[C@@]12O
 : 109	103	108	97	100	x	106	96
- COc1ccc([N+](=O)[O-])c(S(=O)(=O)c2ccc(Cl)cc2)n1
 : 65	12	52	11	68	x	98	18
- NS(=O)(=O)c1ccc(Nc2nc(Nc3ccccc3)nc(N3N=C(c4ccc(Cl)cc4)CC3c3ccc([N+](=O)[O-])cc3)n2)cc1 (stereo unspecified)
 : 73	86	77	x	86	93	98	44
- C/C(=N\O)c1ccc(OCC(=O)Nc2ccc(C(=O)/C=C/c3ccc(Cl)cc3)cc2)cc1
 : 79	x	91	x	94	71	91	74
- O=S(=O)(NCCCNc1nccc(-n2ccc3cccnc32)n1)c1ccc(F)cc1
 : 99	112	89	94	95	x	104	101
- CCN1C(=O)/C(=c2\sc3n(c2=O)C2C(NN=3)N(CC)C(=O)N2CC)c2ccccc21 (stereo unspecified)
 : 40	50	-14*	33	24	18	24	26
- CC1=CC2=NCC(C)C(=O)N2C=C1 (stereo unspecified)
 : 109	102	108	93	103	101	95	97
- O=C1c2cccc3cccc(c23)C(=O)N1N1C(=O)c2cccc3c(N4CCNCC4)ccc(c23)C1=O
 : 94	89	91	86	86	90	86	29
- Cc1ccc(COC(=O)c2cccnc2)cc1
 : 100	114	101	106	113	106	100	97
- O=C(Cn1nnc2ccccc21)N/N=C/c1cc2ccccc2o1
 : 98	95	120	100	106	103	93	90
- CCOC(=O)Nc1c2ccccc2nc2ccccc12
 : 100	101	101	90	84	106	87	x
- C/C(=C(/c1ccccc1)c1ccc(OCC(O)CN2CCOCC2)cc1)c1ccccc1 (stereo unspecified)
 : 60	75	85	88	104	93	91	84
- COc1ccc2c(c1)CCCN2C(N)=Nc1ccc(Cl)cc1
 : 95	93	81	89	92	77	103	86
- c1ccc(Cn2cc3c(c2-c2ccccc2)CCCc2cnoc2-3)cc1
 : 86	90	97	107	107	128	95	94
- CCN(CCNS(C)(=O)=O)c1ccc(N)c(C)c1
 : 1.5*!	119&94	70&56	68&53	97&109	102&74	103&115	73&21
- NS(=O)(=O)c1ccc(NC(=S)/N=C/c2c(O)c3ccccc3[nH]c2=O)cc1
 : 95	102	117	97	105	113	105	98
- COc1cccc(NC(=O)c2c(-c3ccccc3)c(-c3ccccc3)n[nH]c2=O)c1
 : 87	101	92	96	102	102	x	96
- COc1ccccc1/C(Br)=C1/CCCN2C(=O)c3ccccc3C12 (stereo unspecified)
 : 105	106	99	105	105	99	113	98
- C=CCn1c(SCC(=O)Nc2ccc(OC)cc2)nnc1-c1cc(-c2ccccc2)nc2ccccc12
 : 101	89	101	96	97	106	96	94
- NCCCNCCCCNC(=O)C(O)NC(=O)CCCCCCN=C(N)N (stereo unspecified)
 : 93	121	x	79	97	105	98	84
- CC(=O)Nc1ccccc1OCC(=O)O
 : 95&80	103&106	101&100	93&94	101&105	x	94&106	88&93
- COc1ccc(-c2nc3ccc(-c4nnc(SCC(=O)Nc5cc(OC)c(OC)c(OC)c5)o4)cc3[nH]2)cc1
 : 59	74	98	101	98	112	91	78
- COc1cc(Cn2c(SCCC(=O)Nc3cc(OC)c(OC)c(OC)c3)nc3ccccc3c2=O)cc(OC)c1OC
 : 76	83	52	93	63	88	81	90
- COc1ccc(/C=c2\sc3n(c2=O)C(c2cc(OC)c(OC)c(OC)c2)C=C(c2ccc(OC)c(OC)c2)N=3)cc1OC (stereo unspecified)
 : x	x	105	94	85	88	91	86
- O=c1[nH][nH]c(Nc2ccccc2)c1N=Nc1ccc(F)cc1
 : 36	116	28	102	87	65	65	14
- Nc1nc(N)c2cc(Sc3ccc4ccccc4c3)ccc2n1
 : 46	53	10	21	40	67	62	25
- O=C1/C(=C/c2ccc(Cl)cc2)Cc2ccccc21
 : 85	106	98	99	101	104	91	45
- COc1cccc(/C=C2\SC(N3CCN(c4ccccn4)CC3)=NC2=O)c1
 : 95	97	101	95	99	112	96	95
- C[C@H](CCC(=O)O)[C@H]1CC[C@H]2[C@@H]3CC[C@@H]4/C(=C\c5ccco5)C(=O)/C(=C\c5ccco5)C[C@]4(C)[C@H]3CC[C@]12C
 : 56	58	41	32	107	53	69	32
- [2H]C1([2H])NC([2H])([2H])C([2H])(c2ccc(-n3cc4cccc(C(N)=O)c4n3)cc2)C([2H])([2H])C1([2H])[2H] (stereo unspecified)
 : 99	91	110	77	84	113	87	75
- NC(=Nc1ccccc1)Nc1ccccc1
 : 77	103	79	104	110	97	99	87
- Fc1ccc2[nH]cc(-c3nonc3-c3c[nH]c4ccc(F)cc34)c2c1
 : 13	62	67	28	38	71	69	42
- CC(C)(C)CC(C)(C)n1nnnc1N
 : 112	142	110	101	101	101	103	100
- CC(C)CC(=O)Nc1ccccc1-c1ccccc1
 : 90	110	102	97	109	106	107	101

Given as labelled records: entries from further up
COc1cccc(NC(=O)c2c(-c3ccccc3)c(-c3ccccc3)n[nH]c2=O)c1
  T-47D: 87; MALME-3M: 101; MDA-MB-468: 92; LOX IMVI: 96; MDA-MB-231: 102; BT-549: 102; HS 578T: x; MCF7: 96

COc1ccccc1/C(Br)=C1/CCCN2C(=O)c3ccccc3C12 (stereo unspecified)
  T-47D: 105; MALME-3M: 106; MDA-MB-468: 99; LOX IMVI: 105; MDA-MB-231: 105; BT-549: 99; HS 578T: 113; MCF7: 98

C=CCn1c(SCC(=O)Nc2ccc(OC)cc2)nnc1-c1cc(-c2ccccc2)nc2ccccc12
  T-47D: 101; MALME-3M: 89; MDA-MB-468: 101; LOX IMVI: 96; MDA-MB-231: 97; BT-549: 106; HS 578T: 96; MCF7: 94

NCCCNCCCCNC(=O)C(O)NC(=O)CCCCCCN=C(N)N (stereo unspecified)
  T-47D: 93; MALME-3M: 121; MDA-MB-468: x; LOX IMVI: 79; MDA-MB-231: 97; BT-549: 105; HS 578T: 98; MCF7: 84

Carrying on:
The line under a structure holds: T-47D	MALME-3M	MDA-MB-468	LOX IMVI	MDA-MB-231	BT-549	HS 578T	MCF7
- CC(=O)Nc1ccc(-c2nc(N3CCOCC3)c3c4c(sc3n2)CCCC4)cc1
 : 44	74	83	79	74	76	x	77
- S=C(S)Oc1cc(Cl)c(Cl)cc1Cl
 : 108	98	x	101	115	101	100	97
- O=C(N/N=C\c1ccccc1Cl)C(=O)N/N=C\c1ccccc1Cl
 : 99	107	111	101	109	136	118	103
- Cc1cc(C(=C2C=CC(=Nc3ccccc3)C=C2)c2ccc(Nc3ccccc3)cc2)ccc1N
 : -50*	-64*	-84*	-94*	-56*	-89*	x	-44*
- CC(=O)Nc1nc(NC(C)=O)nc(-c2ccccc2)n1
 : 94	105	128	101	102	100	111	91
- C#Cc1nc2ccccc2c(=O)[nH]1
 : -31*	-64*	-47*	-69*	-57*	-61*	-4.8*	-25*
- COC(=O)c1nc(N)nc(C(=O)OC)c1C(=O)c1ccc([N+](=O)[O-])cc1
 : 110	106	98	104	98	114	97	96
- CC(C)(C)c1cc(Br)c(O)c(CNCCO)c1
 : 109	115	108	101	111	110	79	97
- O=[N+]([O-])c1ccc(S(=O)(=O)N/N=C/CCc2ccccc2)cc1
 : 102	x	104	93	97	103	105	108
- Nc1cc2c(cc1C(=O)c1cccc(F)c1)OCCO2
 : 94	109	94	96	102	84	111	99
- COc1ccccc1C1=NO[C@H](C(=O)Nc2ccc(C#N)cc2)C1
 : 106	101	82	98	103	109	102	85
- COc1cc([N+](=O)[O-])ccc1C
 : 114	99	84	90	96	108	90	93
- Cc1ccccc1/C=C/C(=O)c1cccc(OCCCOc2cccc(C(=O)/C=C/c3ccccc3C)c2)c1
 : 73[3 µM]	108[3 µM]	108[3 µM]	68[3 µM]	95[3 µM]	97[3 µM]	100[3 µM]	13[3 µM]
- O=C(O)c1ccc(-n2cc(/C=N/Nc3c(F)c(F)cc(F)c3F)c(-c3ccccc3)n2)cc1
 : 63	107	105	83	82	95	91	90
- Nc1c(C(=O)Nc2ccc(Cl)c(Cl)c2)sc2nc(-c3cccs3)ccc12
 : 85	90	19	43	84	76	129	88
- N#C/C(=C\C=C\c1ccc(-c2ccc(Cl)cc2Cl)o1)c1nc2ccccc2s1
 : 92	105	101	97	84	100	99	85
- COc1ccc(C(=S)c2cc(OC)c(OC)c(OC)c2)cc1OC(=O)CCl
 : 63	74	47	20	33	12	38	15
- Nc1c(C(=O)O)nnn1Cc1ccccc1
 : 95	88	97	101	92	92	98	97
- CCn1cc(C(=O)O)c(=O)c2cc(F)c(N3CCN(CC(=O)Nc4ccccc4)C(C)C3)c(F)c21 (stereo unspecified)
 : 95	98	93	89	87	106	91	93
- O=C(NO)C(=O)NO
 : 94	113	97	95	107	102	97	99
- CCN(CC)CCC(CNc1c2ccc([N+](=O)[O-])cc2nc2cc(OC)c(OC)cc12)c1ccccc1 (stereo unspecified)
 : -82*	-89*	-87*	-100*	-95*	-93*	44	-97*
- CCCNC(=O)Oc1ccc(/C(=C(\C)c2ccccc2)c2ccc(OCCN(CC)CC)cc2)cc1
 : 49	60	68	63	96	79	63	32
- CCOC(=O)c1nc(Nc2ccc(C(C)=O)cc2)sc1C
 : 93	106	97	100	104	106	105	93
- CCOC(=O)CNP(=O)(OC[C@@H](Cc1ccccc1)NC(=O)c1cc2ccccc2s1)Oc1ccccc1 (stereo partly specified)
 : 55	69	-5.0*	76	77	75	76	51
- COC(=O)c1ccc(C(=Nc2ccc(N(C)C(=O)CN3CCN(C)CC3)cc2)c2c(O)[nH]c3ccc(C(=O)OC)cc23)cc1
 : x	-15*	62	39	49	46	8.6*	24
- O=C(NC1CC1)c1ccccc1
 : 96	100	107	97	109	107	104	107
- O=C1CC(=O)Nc2ccccc2N1
 : 101	108	100	111	118	97	103	116
- COC(=O)c1ccc(C2Nc3ccc(S(=O)(=O)Nc4ccc(C)c(C)c4)cc3C3OCCC23)cc1 (stereo unspecified)
 : 51	77	55	93	84	85	100	43
- CN(NC1CCC(=O)N1)c1ccccc1 (stereo unspecified)
 : 95	110	106	89	109	110	100	95
- Nc1c(Br)cc2c(c1Br)C(O)c1ccccc1-2 (stereo unspecified)
 : 55	68	99	90	88	84	91	69
- O=C1C(Cl)C(c2ccc([N+](=O)[O-])cc2)N1NCc1nc2ccccc2c(=O)[nH]1 (stereo unspecified)
 : 83	101	101	84	96	113	100	85
- Cc1nn(-c2ccccc2)c2ncn(CC(=O)NN3C(=O)c4ccccc4C3=O)c(=O)c12
 : 102	126	98	93	93	101	87	95
- CCCCCc1cc[n+](CC(=O)c2ccc(Cl)cc2)cc1
 : 91	90	66	87	77	87	96	90
- CCNc1ccc(Cc2ccc(NCC)c(C)c2)cc1C
 : x	83	91	93	79	64	70	88
- Cc1ccc(CSc2oc(-c3ccccc3)nc2S(=O)(=O)c2ccccc2)cc1
 : 47	93	81	92	94	107	89	92
- COc1cc(-c2c(C#N)c(-c3ccco3)nc3c2c(-c2ccccc2)nn3-c2ccccc2)ccc1O
 : 67	94	87	x	84	112	94	66
- CCOC(=O)CC1CSC(N/N=C/c2ccc(-n3cccn3)cc2)=N1 (stereo unspecified)
 : 106	113	95	97	101	116	98	98
- CCCCC/C(C)=N\NC(N)=O
 : 99	88	104	87	92	92	111	91
- CCCCCCOC(=O)C[C@H]1C[C@H](C(=O)OCCCCCC)C1(C)C
 : 98	x	105	94	120	101	107	104
- COc1ccc(F)cc1-c1cnc2nonc2n1
 : 62	103	99	100	98	100	113	84
- COc1ccc(C2CC(c3ccc4c(c3)OCO4)=Nc3c(N)nc(N)nc3N2)cc1 (stereo unspecified)
 : 82	73	36	94	95	66	73	76
- CCn1c(/C(C#N)=C/c2c(Cl)cncc2Cl)nc2ccccc21
 : 56	85	x	85	91	54	78	61
- COCc1cnccc1NC1CCCCCC1
 : 99	105	102	100	101	119	96	97
- Cn1c(SCc2ccccc2)nccc1=O
 : 99	x	103	104	105	98	107	95
- CCOC(=O)/C(O)=C(\C#N)c1ccc(C(C)C)cc1
 : 98	109	101	98	107	108	105	103
- CC(C)OC(=O)c1ccc2n1CCCc1cnc(N)nc1-2
 : x	103	114	102	102	105	105	98
- Cc1cc(C(=O)CC(=O)C(F)(F)C(F)(F)C(F)(F)F)c(C)s1
 : 95	105	104	94	92	121	103	101
- Cc1nc(C)c(CSC2N=C(c3ccccc3)c3cnn(-c4ccccc4)c3N2)nc1C (stereo unspecified)
 : 88	108	86	90	94	x	93	91
- Nc1nccc2c1ccn2-c1cccc(NC(=O)c2cccc(C(F)(F)F)c2)c1
 : 86	106	109	94	115	120	x	95
- COc1ccc(C2C(C#N)=C(N)Oc3c2c(N)nn3-c2ccccc2)cc1 (stereo unspecified)
 : 78	95	108	x	80	94	95	96
- O=C(CSc1nnc(-c2ccc(Cl)c(Cl)c2)n1-c1ccccc1)Nc1ccc(C(=O)/C=C/c2ccc(Cl)cc2)cc1
 : 82	95	98	97	87	78	91	68

High-throughput results deposited in PubChem by NCI.
